INS promoter inh: inhibitors of insulin promoter-driven GFP, primary screen, imaging, TRM-6 cells (human fetal islet line), eGFP reporter, cell count | reporter expression induced with tamoxifen | inhibition, % at 2 µM | 130,000 tested, 0.9% active;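 active means inhibition above the mean plus 3 SD, with well images judged a real hit on visual review, cut at about 60% in these data, passing the limit was not always enough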
SDO1 yeast rescue: growth rescue of sdo1-depleted yeast, primary screen, S. cerevisiae, bone marrow failure model; S. cerevisiae sdo1-depleted JHY4D growth rescue, OD600 30 h; active compounds read high; pdr5 snq2 efflux-pump mutant strain; z-score at 10 µM; 140,000 tested, 0.21% active; AID 817, 2007;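 active means z-score above 3 at both the 24 hr and the 30 hr optical density reads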;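 further: z-score against mean and SD of all compound wells on the same plate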
SDO1 yeast rescue Rescue 24 h: further read-out of SDO1 yeast rescue, marked with its call; z-score; S. cerevisiae sdo1-depleted JHY4D growth rescue, OD600; measured here: growth rescue at 24 h;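 0 is the plate mean of compound wells and units are plate SD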
The depositor's hits bear a star; i = inactive; . = no result given. These rows are one share of the data; the hit share may differ from the screen's.

No. | canonical_smiles | INS promoter inh | SDO1 yeast rescue | SDO1 yeast rescue Rescue 24 h
1 | CCOC(=O)c1nn(-c2ccc(C)c(C)c2)cc1O | 37 | 0.19 | 0.76
2 | C(=N\N(Cc1ccccc1)c1ccccc1)/c1ccco1 | -10 | . | .
3 | CC(C)=C1C2CCC1C(C(=O)NCc1ccccc1)C2C(=O)O (configuration not stated) | . | 0.13 | -0.14
4 | COCCCNC(=O)Cn1c(=O)n(CC(=O)NCCc2ccc(OC)c(OC)c2)c(=O)c2sccc21 | 22 | . | .
5 | CCN(Cc1ccccc1)c1ccc(/C=C(\C#N)c2ccccn2)cc1 | . | -0.03 | -0.43
6 | COc1ccc(-c2nc(C#N)c(NCCCN3CCOCC3)o2)cc1 | . | -0.13 | -0.53
7 | CCOC(=O)C1=C(N)OC(CCl)=C(C#N)C1c1ccsc1 (configuration not stated) | 0 | -2.1 | -1.3
8 | Cc1ccsc1CNn1cnnc1SCc1ccc(Cl)cc1 | -59 | -1.1 | -0.96
9 | CC1(C)Cc2c(ccc3ccccc23)/C(=C/C#N)N1 | 23 | -0.51 | 0.35
10 | CCc1ccc(Nc2nnc(SCC(=O)Nc3cccc(S(=O)(=O)NC4=NCCCCC4)c3)s2)cc1 | 31 | 0.85 | -0.21
11 | O=C(NNc1nc2c(F)cccc2s1)c1ccc(F)cc1 | -6 | . | .
12 | CCC(=O)NC(c1ccc(C)cc1)c1cc([N+](=O)[O-])c2cccnc2c1O (configuration not stated) | 44 | -0.69 | 0.01
13 | COc1ccc(/C=N/n2cnc3c([nH]c4ccccc43)c2=O)cc1COc1ccccn1 | 50 | . | .
14 | CCCC(=O)Nc1nc2ccc3nc(C)sc3c2s1 | 0 | -1.5 | -1.3
15 | CCC(CC)NC(=O)c1ccccc1Oc1ccccc1 | -20 | -0.17 | -0.74
16 | C=CCNC(=O)CCCC(=O)NCC=C | -38 | -0.45 | -0.54
17 | COc1ccc(/C(O)=C2/C(=O)C(=O)N(CC3CCCO3)C2c2ccc(OC)c(OC)c2)cc1 (configuration not stated) | -12 | -0.22 | -0.93
18 | Cc1c(NC(=O)CSc2nnnn2-c2ccc(O)cc2)c(=O)n(-c2ccccc2)n1C | -100 | 0.93 | 0.53
19 | COc1ccc(N2C(=O)CC(Sc3ncccc3C(=O)O)C2=O)cc1 (configuration not stated) | 39 | 0.82 | 0.99
20 | CCOC(=O)c1c[nH]c(=O)c(Br)c1O | 10 | -0.52 | -0.47
21 | COc1ccc(C(C)=O)cc1CN1C(=O)NC(CC(C)C)C1=O (configuration not stated) | 25 | . | .
22 | CCOc1cccc(SCc2noc(C(=O)NCCOC)c2C(=O)O)c1 | . | 0.16 | -0.13
23 | Nn1cc(-c2ccccc2)nc1SCC(=O)NCC1CCCO1 (configuration not stated) | 20 | . | .
24 | C1=CC2c3ccccc3NC(c3ccncc3)C2C1 (configuration not stated) | . | -0.52 | -0.03
25 | O=C(Nc1ccccc1Cl)c1ccc2nsnc2c1 | -22 | . | .
26 | O=C(CN1C(=O)CCC1=O)Nc1ccc2c3c(cccc13)CC2 | . | 0.09 | -0.46
27 | Cc1ccc(OC(=O)CCC(=O)Nc2ccc(S(=O)(=O)Nc3cc(C)on3)cc2)cc1 | 49 | 1.3 | 0.93
28 | COc1ccnc(Oc2ccc(F)cc2)c1C(=O)N/C=N/OCc1c(Cl)cccc1Cl | 3 | -0.1 | 1.9
29 | CCCCn1c(NC(=O)c2ccccc2)nc2ccccc21 | . | -1.2 | -0.9
30 | O=C1CSC(=S)N1Cc1cccnc1 | 25 | 0.14 | -0.03
31 | Cc1[nH]c2ccccc2c1NC(=O)CN1CCN(c2cccc(C(F)(F)F)c2)CC1 | 6 | -1.9 | -0.72
32 | CSc1ccccc1NC(=O)CN(c1ccccc1)S(=O)(=O)N(C)C | -38 | 0.07 | 0.48

Complete entries from above.
Results for Cc1ccc(OC(=O)CCC(=O)Nc2ccc(S(=O)(=O)Nc3cc(C)on3)cc2)cc1 → INS promoter inh: 49; SDO1 yeast rescue: 1.3; SDO1 yeast rescue Rescue 24 h: 0.93
Results for COc1ccc(/C=N/n2cnc3c([nH]c4ccccc43)c2=O)cc1COc1ccccn1 → INS promoter inh: 50; SDO1 yeast rescue: .; SDO1 yeast rescue Rescue 24 h: .

(listing goes on)
No. | canonical_smiles | INS promoter inh | SDO1 yeast rescue | SDO1 yeast rescue Rescue 24 h
33 | CCOC(=O)c1cnc(-n2nc(C)cc2C)nc1NNc1cc(C)nc(-c2ccccc2)n1 | 25 | -2.3 | -0.66
34 | COc1ccc(NC(=O)/C(=C\c2cc(OC)c(OC)cc2[N+](=O)[O-])NC(=O)c2ccccc2)cc1 | -17 | 1.6 | 0.79
35 | Cn1c(Oc2ccccc2NCc2cccc(Br)c2)cc(=O)n(C)c1=O | 29 | -0.25 | -0.25
36 | CCn1c(=O)n(CC)c2cc(S(N)(=O)=O)ccc21 | . | 1.1 | 0.83
37 | COc1cccc(C(=O)Nc2ccc3c(c2)C(=O)c2ccccc2C3=O)c1 | . | -0.35 | 0.46
38 | Cc1ccc[n+](-c2[nH]c(=O)sc2/C=N/NC(=O)c2ccccc2[O-])c1 | . | 0.95 | 1.3
39 | COc1cc2nc(SCC(=O)NCc3ccco3)n(Cc3ccc(Cl)cc3)c(=O)c2cc1OC | -66 | -0.71 | 1.3
40 | CCOC(=O)C1=C(C)N=C2SCCC(=O)N2[C@@H]1/C=C/c1ccccc1 | -16 | -1.3 | -0.34
41 | Cc1cccc(C)c1NC(=S)N/N=C/c1ccc(OCCC(C)C)cc1 | . | -0.44 | 1.2
42 | CC(C)OCCCNC(=O)C1CCC(=O)N1C(C)C (configuration not stated) | . | 0.92 | 0.26
43 | CCc1ccccc1NC(=O)C1CCCN(S(=O)(=O)c2c(C)noc2C)C1 (configuration not stated) | . | -0.31 | -0.09
44 | CS(=O)(=O)N1CCC(C(=O)N2CCN(c3ccccc3F)CC2)CC1 | 6 | . | .
45 | O=C(c1ccco1)N1CCN(C(=O)c2sccc2-c2ccccc2)CC1 | 7 | 1.5 | 1.8
46 | CCOC(=O)C(C)Sc1nc(=O)n2ccccc2n1 (configuration not stated) | -12 | . | .
47 | CNS(=O)(=O)c1cccc(C(=O)OCc2cc(=O)n3cc(Br)ccc3n2)c1 | -10 | 0.5 | 0.29
48 | O=C(O)c1cc2nc(C3CC3)cc(C(F)(F)F)n2n1 | . | 1.4 | 1.3
49 | CCc1ccc(N2C(=O)CC(N3CCC(C(=O)OC)CC3)C2=O)cc1 (configuration not stated) | i | 0.07 | 0.03
50 | O=C(CN=C1NC(=O)C(c2ccccc2)(c2ccccc2)N1)NCc1ccc(F)cc1 | 19 | 1.6 | 1.8
51 | COc1ccc(Cc2nnc(NC(=O)CSc3ccccc3)s2)cc1 | 4 | -0.9 | -0.36
52 | Cc1ccc2c(C(=O)CN3CCN(C4CCCCC4)CC3)c(C)[nH]c2c1 | 6 | 1.3 | 2.1
53 | O=C(CSc1nnc(-c2cc3ccccc3cc2O)n1Cc1ccco1)c1ccc(F)cc1 | 6 | -0.7 | -0.63
54 | CCOC(=O)CCSc1nc(C(C)(C)C)cc(C(F)(F)F)c1C#N | 33 | -0.6 | -1.3
55 | CC1CCN(C(=O)COC(=O)c2n[nH]c3ccccc23)CC1 | . | 0.53 | 0.45
56 | CN(CCC#N)c1ncnc2scc(-c3ccccc3)c12 | . | -1.6 | -1.4

Reprinted at random: 4 compounds from above
No. | canonical_smiles | INS promoter inh | SDO1 yeast rescue | SDO1 yeast rescue Rescue 24 h
26 | O=C(CN1C(=O)CCC1=O)Nc1ccc2c3c(cccc13)CC2 | . | 0.09 | -0.46
12 | CCC(=O)NC(c1ccc(C)cc1)c1cc([N+](=O)[O-])c2cccnc2c1O (configuration not stated) | 44 | -0.69 | 0.01
29 | CCCCn1c(NC(=O)c2ccccc2)nc2ccccc21 | . | -1.2 | -0.9
30 | O=C1CSC(=S)N1Cc1cccnc1 | 25 | 0.14 | -0.03

Next entries follow:
No. | canonical_smiles | INS promoter inh | SDO1 yeast rescue | SDO1 yeast rescue Rescue 24 h
57 | O=C(CCCN1C(=O)c2cccc3cccc(c23)C1=O)N1CCc2ccccc2C1 | 6 | -1.6 | -1.3
58 | CC(=O)N/C(=C/c1ccc2c(c1)OCO2)C(=O)NCCO | -7 | 0.74 | 0.63
59 | CC1(C)NC(=O)N(CC(O)COC2CCCCC2)C1=O (configuration not stated) | 36 | 0.74 | 1.9
60 | CCCn1c(/C=N/Nc2nc3ccccc3[nH]2)nc2ccccc21 | 38 | -1.2 | -0.89
61 | COC(=O)CSCC(=O)Nc1nnc(-c2ccccc2C)s1 | -65 | . | .
62 | Cc1ccc(C)c(NC(=S)N2CCN(c3cccc(C(F)(F)F)c3)CC2)c1 | . | 0.54 | 2
63 | COC(=O)COc1ccc(S(=O)(=O)Nc2ccc3c(c2)OCCO3)cc1Cl | -10 | -0.14 | -0.1
64 | Cc1sc2ncn(CC(=O)N(CC(=O)NC3CCCC3)Cc3cccs3)c(=O)c2c1C | -48 | -1.1 | -0.41
65 | CC(=O)/C(N=Nc1ccc2c(c1)OCO2)=C(\C)O | -8 | 0.82 | 0.6
66 | Cc1c(Cl)cc(-n2cnnn2)cc1[N+](=O)[O-] | -25 | . | .
67 | CCCCNc1c(N)n(CCCC)c(=O)[nH]c1=O | 9 | -0.86 | 6.2
68 | COc1ccc(C2CC(=O)C3=C(C2)NC(C)=C(C#N)C3c2ccc(N(C)C)cc2)cc1 (configuration not stated) | . | 1 | 1.4
69 | O=C(COC(=O)c1ccccn1)Nc1cccc2ccccc12 | -83 | . | .
70 | CCc1ccccc1NC1c2ccccc2C(=O)N1c1cccnc1 (configuration not stated) | . | 0.14 | -0.9
71 | COc1ccc(C(=O)Nc2ccc([N+](=O)[O-])cn2)cc1OC | -7 | 0.06 | 0.05
72 | O=C(COC(=O)CCC(NC(=O)OCc1ccccc1)C(=O)OCC(=O)Nc1ccccc1)Nc1ccccc1 (configuration not stated) | . | 0.41 | -0.27
73 | O=C1NNC(=O)C2C3C=CC(C4CC34)C12 (configuration not stated) | 19 | 0.01 | -0.39
74 | O=C(CCS(=O)(=O)c1cc(Br)cc2c1N(C(=O)C1CC1)CC2)NCc1ccco1 | -19 | 0.35 | 0.28
75 | CCN1C(=O)CS/C1=N\S(=O)(=O)c1ccc(Cl)cc1 | -59 | . | .
76 | CCCCC1(CC(=O)OC)C(=O)N(c2ccccc2)N(c2ccccc2)C1=O | -24 | 0.01 | 0.36
77 | Cc1c(C(=O)C(=O)NCCC2=CCCCC2)c2ccccc2n1C | . | -0.08 | 0.09
78 | Cc1cccc(-n2ncc3c(N(CCO)CCO)ncnc32)c1 | -57 | 0 | -0.62
79 | Cc1c(C(=O)Nc2cccc(C(F)(F)F)c2)oc2ccc(S(=O)(=O)N3CCOCC3)cc12 | . | -0.73 | -0.11
80 | Clc1cccc(CSc2nnc(-c3c[nH]c4ccccc34)o2)c1 | . | -1.5 | -0.03
81 | CC(C)c1cc(C(=O)Nc2cc(Cl)ccc2O)no1 | . | -1.4 | -1.2
82 | c1cncc(-c2nnc(-c3cccnc3)nn2)c1 | 18 | -0.48 | -0.55
83 | O=S(=O)(Nc1ccc(Oc2ncccn2)c(Cl)c1)c1ccc(Cl)cc1 | -114 | -0.52 | -0.85
84 | Cc1cc(C)nc(NC(=O)C(C)N2C(=O)c3ccccc3C2=O)n1 (configuration not stated) | 44 | 0.66 | 0.13
85 | Cc1nnc(SCC(=O)NCc2cccs2)[nH]c1=O | -19 | 1.3 | 1.3
86 | Cc1ccc(OC(=O)NC2CCS(=O)(=O)C2)cc1C (configuration not stated) | 8 | 0.36 | -0.53
87 | O=C(C1CCN(CC2CCCCC2)CC1)N1CCCC1 | . | -0.1 | -0.59
88 | O=C(CCC(=O)c1ccc(F)cc1)Nc1cccc(C(F)(F)F)c1 | -3 | -0.34 | 0.11
89 | COc1ccccc1N1CCN(C(=O)c2ccccc2NC(=O)C2CCCCC2C(=O)O)CC1 (configuration not stated) | 36 | 0.04 | -1.5
90 | FC(F)(F)c1nnc2sc(-c3ccncc3)nn12 | . | 1.2 | 1.1
91 | NC1=NC2(CCC(c3ccccc3)CC2)n2c(nc3ccccc32)N1 (configuration not stated) | . | 0.13 | 0.53
92 | CCCCOP(=O)(OCCCC)C(Nc1ccccc1)c1ccc2c(c1)OCO2 (configuration not stated) | -23 | -0.72 | -0.22
93 | O=C1CSC(c2cccnc2)N1c1cccc(Cl)c1 (configuration not stated) | 25 | . | .
94 | CC1=C(C(=O)Nc2ccc(Cl)cc2)C(c2cccs2)n2nnnc2N1 (configuration not stated) | 21 | -0.07 | -0.45
95 | CC1CCC(NC(=O)CC(C)(C)Cc2nc3ccccc3c(=O)[nH]2)CC1 (configuration not stated) | 11 | -0.54 | -0.51
96 | COc1ccccc1CNC(=O)c1cccc(N(C)C)c1 | 3 | 0.95 | 0.59
97 | CC1(C)CC(=O)CC(C)(C)N1OC(=O)c1ccncc1 | -5 | 1.4 | 1.9
98 | CCOc1cc(S(=O)(=O)NC2CC(C)(C)NC(C)(C)C2)ccc1F | 9 | -0.17 | -0.33
99 | CN1CCN(C(=O)c2ccccc2-c2nc(-c3ccc(Cl)cc3)no2)CC1 | -188 | -0.67 | -0.69
100 | COc1ccc(OC)c(C(=O)Cn2c3[n+](c4ccc(C(F)(F)F)cc42)CCCCC3)c1 | 24 | . | .
101 | CC1(C)Cc2nc3oc4c(N(CCO)Cc5ccccc5)ncnc4c3cc2CO1 | 12 | 1.1 | -0.07
102 | CC(CN1CCOCC1)OC(=O)/C=C/c1ccccc1 (configuration not stated) | 53 | . | .
103 | COc1ccc(C(CNC(=O)c2ccc(S(=O)(=O)N3CCCC3)cc2)N(C)C)cc1OC (configuration not stated) | -65 | . | .
104 | CCOC(=O)c1ccccc1NC(=O)COc1ccccc1 | -47 | -0.07 | -0.02
